3CLpro inhibitor: SARS-CoV 3CLpro protease inhibition; 0.14% of 290,000 active; inhibition, % at 6 µM; recombinant SARS-CoV 3CLpro, quenched FRET peptide cleavage; in the data active = inhibition above about 12%
BH1578 lux ind: inducers of Vibrio cholerae quorum light production without autoinducers; V. cholerae BH1578 lux reporter, luminescence, 6 h; 0.16% of 350,000 active; activation, % at 18.7 µM; in the data active = activation mostly above about 9.7%, no sharp cut-off; inconclusive = no clear call, values can overlap the other calls; inactive = mostly below about 3.7%; note: not every result past the cut was called active; inactives centre near 0; reference of the scale not given here
PrPC TRFRET: reduces human prion protein on the cell surface | inhibition, % at 13.8 µM | 0.43% of 370,000 active | cell surface PrPC, TR-FRET read-out | P04156; in the data active = inhibition above about 24%; note: 0% = median of the test wells and 100% = reference compound wells
PfHsp40 rescue: rescue of PfHsp40-mediated yeast toxicity; S. cerevisiae expressing PfHsp40, growth rescue, ATP luminescence; growth rescue, % at 12.5 µM; 0.68% of 340,000 active; in the data active = growth rescue above about 28%, passing the limit was not always enough; inconclusive = no clear call, values can overlap the other calls;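 note: yeast W303a lacking pdr1 and pdr3 grown in galactose medium; growth measured after three days at 30 °C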
Anthrax LF prot: inhibitors of Bacillus anthracis lethal factor protease; inhibition, % at 10 µM; multiplex microsphere protease cleavage assay, LF; 0.12% of 360,000 active; note: plate controls were buffer without enzyme for full effect and enzyme alone for no effect
TcdB GH inh: TcdB glycohydrolase inhibition; TcdB glycohydrolase enzymatic assay, plate reader; AID 652162; inhibition, % at 9.99 µM; 0.24% of 350,000 active; in the data active = inhibition above about 10%
BoNT-A LC inh2: inhibitors of Botulinum neurotoxin A light chain protease; 0.17% of 360,000 active; multiplex microsphere protease substrate cleavage, flow cytometry; AID 588499; inhibition, % at 10 µM; note: plate controls were buffer without enzyme for full effect and enzyme alone for no effect
PriA SSB inh: blocks PriA binding to SSB C-terminal tail; inhibition, % at 33 µM; 0.6% of 430,000 active; AlphaScreen SSBct-PriA binding, biotinylated peptide; in the data active = inhibition mostly above about 37%, no sharp cut-off; inactive = mostly below about 20%;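 note: plate controls were negative control peptide for no effect and reference peptide for full effect; strong numbers were not always called active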
Yp Topo-I inh: Y. pestis Topo-I inhibition via cleavage products; Y. pestis Topo-I cleavage product accumulation, plate reader; activity, % at 10 µM; 0.064% of 360,000 active; AID 504884; in the data active = activity above about 50%, passing the limit was not always enough; inconclusive = no clear call, values can overlap the other calls; note: inactives centre near 2
The depositor's hits bear a star; i = inactive; ? = inconclusive; · = not tested or not shown; & = joins results of further samples. Cut-off read from the data, not from the text of the source, unless noted: active = inhibition above about 30%; inconclusive = no clear call, values can overlap the other calls; inactive = below that. Some of the compounds tested; count on the stated rates, not on these rows.

SMILES	3CLpro inhibitor	BH1578 lux ind	PrPC TRFRET	PfHsp40 rescue	Anthrax LF prot	TcdB GH inh	BoNT-A LC inh2	PriA SSB inh	Yp Topo-I inh
CN(c1ccccc1)S(=O)(=O)c1cccc(NC(=O)Cc2c(F)cccc2Cl)c1	-1	i	12	-1.3	0	·	-0.5	-12	2
CCC(=NCCCN1CCOCC1)c1c(O)n(Cc2ccccc2)c(=O)[nH]c1=O	-3	-2.0	-3	0.5	2	·	1.0	-6	4
Cn1cc(S(=O)(=O)Cc2ccc(F)cc2)c2ccccc21	2	i	9	-1.2	-1	2.6	-0.8	-4	6
CC(C)(C)NC(=O)CN(C(=O)CS(=O)CC(=O)Nc1ccc(F)cc1)c1cccc(F)c1 (stereo not drawn)	3	-1.7	2	-0.1	0	2.3	0.8	-5	2
Cc1ccc(NC(=O)CSc2nnc(-c3cccnc3)n2CCN2CCCCC2)cc1	-1	-0.6	4	-0.5	-2	·	0.6	3	8
Cc1cc(C)n2nc(CC(=O)NC3CCCC(C)C3C)nc2n1 (stereo not drawn)	-1	-0.2	·	-0.3	-4	1.1	-0.3	-13	1
COc1ccccc1-c1c(C#N)c(N)nc2c1CCc1ccccc1-2	0	-3.4	6	2.2	2	·	17	-16	7
O=C(NCc1cn(-c2ccccc2)nc1-c1ccccc1)c1ccc([N+](=O)[O-])cc1	3	i	-6	-0.2	-1	0.0	0.5	6	3
CCc1nonc1NC(=O)COc1ccc(Cl)c(C)c1	4	4.2	1	1.6	0	0.8	-1.4	-20	-2
COc1ccc(S(=O)(=O)N(C)CC(=O)Nc2cccc(C(C)=O)c2)cc1C	0	-0.2	8	0.5	-2	·	0.5	-17	-1
O=C(Cc1cccc2ccccc12)N/N=C/c1ccncc1	1	1.8	-4	-2.2	3	0.9	0.5	·	-14
Cc1cc2c3c(c1C)C1(C(=O)N3C(C)(C)CC2C)C(C#N)=C(N)Oc2n[nH]c(C)c21 (stereo not drawn)	2	-0.5	-3	-0.1	2	1.6	-0.2	14	4
CCC(C)NC(=O)C1CCC(CNS(=O)(=O)c2ccc3c(c2)CC(C)N3C(C)=O)CC1 (stereo not drawn)	-9	i	-4	0.7	-1	1.5	1.3	-5	-9
O=C(Nc1ccc(N2CCOCC2)cc1)c1ccc(Cl)nc1	6	-0.1	·	-0.1	-2	·	0.0	-12	1
COc1ccc(NC(=O)CCNC(=O)Cn2cnc3ccccc3c2=O)c(OC)c1	-3	5.0	10	0.7	1	·	1.9	5	3
O=[N+]([O-])c1ccc(N2CCN(C(=S)Nc3ccccc3)CC2)cc1	-1	i	-12	-0.4	-4	1.1	-0.2	-6	17
Cc1ccccc1Cn1ccc(-c2ccc3c(c2)OCO3)n1	0	i	12	1.9	0	·	?	-64	29
NC(=S)NN=C1CCC2(CCCCC2)CC1	·	i	-5	-1.2	2	2.4	0.0	-10	-3
COc1ccccc1C(=O)COC(=O)CSCC(=O)Nc1cc(C)on1	·	-0.4	0	0.9	·	0.9	·	-15	6
N/C(=N\OC(=O)Cc1ccccc1[N+](=O)[O-])c1ccncc1	5	-1.6	-8	-1.0	0	0.2	-0.8	·	-1
O=C1C(=Cc2cn(-c3ccccc3)nc2-c2ccc(OCc3ccccc3)cc2)SC(=S)N1CCS(=O)(=O)O	·	-0.7	-6	·	8	0.8	1.0	·	22
O=C(NC1CCCCC1)c1ccc(-c2ccccc2F)o1	·	-0.8	5	-0.3	-8	1.3	-0.8	-9	10
CCc1ccccc1NC(=O)c1cc(=O)c2ccccc2o1	3	-0.8	-1	-0.5	0	-0.4	0.2	3	-3
Cc1cc(C=O)sc1[B-](F)(F)F	·	-1.6	1	0.3	-1	0.2	-0.3	1	5
CSc1nc(NCCN(C)C)c2sc3nc(-c4ccco4)c4c(c3c2n1)CCC4	·	-0.3	-2	-1.1	-2	0.8	5.9	-9	3
OCCC1CN(Cc2ccc(Oc3ncccn3)cc2)CCN1C1CCCCC1 (stereo not drawn)	-1	-2.6	-5	0.4	-3	1.1	-0.5	1	-1
CCn1c(SCC(=O)N2CCCC2=O)nc2ccccc21	·	i	1	·	-8	-0.4	-0.3	·	4
NC1C=CC=C(C(=O)O)C1 (stereo not drawn)	·	i	-9	0.1	-2	0.8	-0.6	-9	-7
NC(=O)c1ccc(N2CCN(c3ccccc3F)CC2)c([N+](=O)[O-])c1	3	-0.2	-19	0.8	5	1.1	0.2	3	-7
CCCOC(=O)Nc1nc2ccccc2o1	2	-0.3	1	-1.1	-4	·	0.9	-3	5
Cc1ccc(OCC(=O)NCCNC(=O)c2ccncc2)cc1	-3	-1.2	3	1.9	-5	1.1	-2.7	-13	4
Cc1ccccc1NC(=S)NC(=O)/C=C/c1ccco1	3	0.8	-7	-0.1	10	0.1	-2.7	-6	-1
CSc1nnc(Cc2ccc3c(c2)OCO3)o1	-1	5.7	-8	0.3	2	·	0.9	-8	-3
CS(=O)(=O)N(CC(=O)NC1CCCC1)c1ccc(Oc2ccccc2)cc1	8	-0.6	4	1.8	-1	2.7	-0.3	-5	17
CC(C(=O)NCC1CCCCC1)N1CCN(S(=O)(=O)c2cccs2)CC1 (stereo not drawn)	·	i	0	0.5	0	3.3	2.1	-22	13
CN1C(=O)COc2ccc(C(=O)c3ccccc3C(=O)O)cc21	1	-0.3	-4	-0.3	1	·	-0.7	-1	-3
O=C(CNC(=O)c1ccccc1F)NCc1cccnc1	0	-0.1	-4	-1.5	-1	0.8	0.2	-5	4
COc1cccc(Cn2c(NCC(C)C)nc3c2c(=O)n(C)c(=O)n3C)c1	-3	-0.2	8	-0.6	-5	·	0.8	5	7
CN(C)CCOC(=O)CC12CC3CC(C1)CC(CC(=O)OCCN(C)C)(C3)C2	1	-0.5	0	0.6	0	0.9	-0.3	3	3
O=C(NCCC(=O)N(Cc1ccco1)Cc1cccs1)c1ccc(Br)cc1	·	-0.4	6	4.1	-5	-0.2	0.1	-8	36

Three records picked at random from the list so far:
SMILES	3CLpro inhibitor	BH1578 lux ind	PrPC TRFRET	PfHsp40 rescue	Anthrax LF prot	TcdB GH inh	BoNT-A LC inh2	PriA SSB inh	Yp Topo-I inh
O=C(CNC(=O)c1ccccc1F)NCc1cccnc1	0	-0.1	-4	-1.5	-1	0.8	0.2	-5	4
Cc1ccc(OCC(=O)NCCNC(=O)c2ccncc2)cc1	-3	-1.2	3	1.9	-5	1.1	-2.7	-13	4
CN(C)CCOC(=O)CC12CC3CC(C1)CC(CC(=O)OCCN(C)C)(C3)C2	1	-0.5	0	0.6	0	0.9	-0.3	3	3

Later entries:
SMILES	3CLpro inhibitor	BH1578 lux ind	PrPC TRFRET	PfHsp40 rescue	Anthrax LF prot	TcdB GH inh	BoNT-A LC inh2	PriA SSB inh	Yp Topo-I inh
Cc1onc(-c2ccccc2Cl)c1C(=O)N1CCCc2ccccc21	4	i	2	0.5	2	0.2	-0.9	-3	9
Cc1ccc(CNC(=O)c2ccc(N3CCC4(CC3)CC(c3ccccc3)=NO4)c(NC(=O)c3cccc(C)c3)c2)cc1	·	2.1	-4	-1.0	-8	-10	-0.9	9	3
O=C(Cn1nc(C(=O)O)c2ccccc2c1=O)Nc1ccc(F)cc1F	5	-0.3	-3	-0.2	4	1.6	-0.5	-2	-1
COc1ccc(-n2nc(C(=O)NCC(=O)NCCCN3CC(C)CC(C)C3)c3ccccc3c2=O)cc1OC (stereo not drawn)	0	-0.3	-11	-1.5	26	0.4	-3.9	-19	-6
O=C(NCc1ccco1)c1nn(-c2ccccc2)c(=O)c2ccccc12	0	i	4	1.0	-1	·	0.9	2	-2
COc1ccc(C(=O)OC(C)C(=O)NCC2CCCCC2)cc1S(=O)(=O)N1CCOCC1 (stereo not drawn)	·	i	12	0.5	0	0.0	-0.8	-1	1
COC(=O)[C@H](Cc1ccc(O)cc1)NC(=O)Cn1cnc2c(NCc3ccccc3)ncnc21	·	i	2	-1.7	4	0.6	0.0	2	-1
O=C(NS(=O)(=O)c1ccccc1[N+](=O)[O-])c1ccccc1	-1	i	4	-0.8	1	3.4	2.2	-2	0
CCc1ccc([C@@H]2CC=C(C(=O)O)[C@H](c3ccc(C)cc3)N2S(=O)(=O)c2ccc(C)cc2)cc1	·	i	-2	14	0	-0.1	0.1	1	14
Cc1cccc(NC(=S)NNC(=S)NCc2ccccc2)c1	5	i	-2	1.3	0	·	1.4	0	3
COCCCNC(=O)C1CCCN(S(=O)(=O)c2ccc(C)cc2)C1 (stereo not drawn)	0	-5.0	-3	0.4	-3	·	0.7	-4	-4
CN(C)CCCNC(=O)C(=O)NCC1OCCN1S(=O)(=O)c1cc(F)ccc1F (stereo not drawn)	-6	-1.7	-3	-0.6	-4	1.1	-5.6	7	0
Cc1nc(CN2CCN(S(=O)(=O)c3c(Cl)cc(Br)cc3Cl)CC2)cs1	·	i	1	2.3	-4	0.3	-0.2	1	?
CCCCCCn1c(SCC(=O)c2c(N)n(C)c(=O)n(C)c2=O)nc2ccccc21	3	·	4	-0.9	-2	·	-1.0	-11	7
CCCc1c(-c2ccc(F)cc2)ncn1Cc1ccccc1OC	·	·	22	·	-6	0.5	-0.6	·	·
COC(=O)c1sc(S(=O)(=O)Nc2ccc(C)c(C)c2)c(C(=O)OC)c1C	6	i	15	4.3	-1	1.9	0.5	-5	15
Cc1ccc(C(=O)N/C(=C\c2sccc2C)C(=O)NCCCN2CCOCC2)cc1	4	i	-8	0.5	-10	5.6	3.3	-7	3
CCN(CC)CCCNC(CC(=O)Nc1cccc([N+](=O)[O-])c1)C(=O)O (stereo not drawn)	-2	-0.2	-7	-0.2	5	-0.4	2.6	4	-6
CCN(CC)C(=O)C1=C(C)N(Cc2ccc(OC)cc2)C(=O)C(CC(=O)NCc2ccco2)C1 (stereo not drawn)	·	i	2	·	2	-0.1	-0.4	·	3
Cc1cc(C)c(N)cc1C	·	-0.1	10	-0.6	-3	0.6	0.3	9	7
COCC(=O)N1CCC(Oc2ccc(C(=O)NCc3cnc(C)cn3)cc2)CC1	1	-1.6	0	-0.6	-2	0.4	-0.2	-4	1
CC1(C(=O)NS(=O)(=O)c2ccccc2)CCN1C(=O)Cc1ccc(Cl)cc1Cl (stereo not drawn)	·	-0.1	2	·	2	4.4	-0.4	·	-3
CCOc1ccccc1C(=O)NCCCN1CCN(CCCNC(=O)c2ccccc2OCC)CC1	4	·	-19	-0.4	2	·	1.2	2	18
O=S(=O)(c1ccc(Oc2ccc(S(=O)(=O)N3CCOCC3)cc2)cc1)N1CCOCC1	-1	-0.4	7	-1.2	0	·	-0.1	3&-8	26
CC(C)(C)c1ccc(OCCCC(=O)Nc2ccc(S(N)(=O)=O)cc2)cc1	-3	i	4	-0.5	-2	1.1	0.0	-1	0
CCOC(=O)C1(C)CCCN1C(=O)c1cccc2ccccc12 (stereo not drawn)	·	i	-4	·	-3	0.1	-0.3	·	3
CCN(CC(=O)Nc1cc(Cl)ccc1C)C(=O)Cc1ccsc1	·	-1.8	3	0.7	-2	1.1	-1.1	2	9
Cc1cc(C)c(-n2nnnc2SCC(=O)c2cc3ccccc3o2)c(C)c1	0	i	7	0.5	-6	0.6	-0.5	-11	-2
COC(c1ccccc1)c1nnc(CCC(=O)NCc2ccc3ncccc3c2)o1 (stereo not drawn)	1	-0.3	3	0.0	2	1.1	-0.6	-14	0
CC(C)(C)c1ccc(NC(=O)CN2C(=O)NC(C)(C3CC3)C2=O)cc1 (stereo not drawn)	·	i	-7	1.8	·	-0.3	·	-9	-15
CN1CCN(c2ccc(Cl)cc2NC(=O)c2cccc(S(=O)(=O)N(C)C)c2)CC1	6	i	-1	-0.7	-8	1.6	5.1	7	-12

2 entries from above, with bars between the fields.
SMILES | 3CLpro inhibitor | BH1578 lux ind | PrPC TRFRET | PfHsp40 rescue | Anthrax LF prot | TcdB GH inh | BoNT-A LC inh2 | PriA SSB inh | Yp Topo-I inh
Cc1cc(C)c(-n2nnnc2SCC(=O)c2cc3ccccc3o2)c(C)c1 | 0 | i | 7 | 0.5 | -6 | 0.6 | -0.5 | -11 | -2
COC(c1ccccc1)c1nnc(CCC(=O)NCc2ccc3ncccc3c2)o1 (stereo not drawn) | 1 | -0.3 | 3 | 0.0 | 2 | 1.1 | -0.6 | -14 | 0

Screening results: PubChem, several laboratories
